FN deposition inh – fibronectin deposition inhibition. inhibition, % at 12.6 µM. AID 743247. 350,000 tested, 0.086% active. AH1F fibroblasts, Alexa488-fibronectin deposition fluorescence, overnight;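 active = mean inhibition across replicates of 30% or more, regardless of how many single replicates reach that level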;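 note: positive control wells lacked labelled fibronectin entirely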
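Material: AH1F fibroblast monolayer depositing Alexa488-labelled fibronectin into matrix / Amount: 10000 AH1F cells per well / Signal: fluorescence 485/525 nm / Medium: DMEM, 2% serum / Compound: single dose, pinned / Incubation: 1 h cell adhesion before compound, then overnight fibronectin incubation / Reagent: Alexa488-FN, 24 nM final / Read-out: inhibition of fibronectin deposition signal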
SIRT5 inh – blocks human SIRT5 desuccinylation of peptide; Q9NXA8; Purified SirT5, succinyl-peptide AMC, trypsin-coupled fluorescence; inhibition, % at 15 µM; 330,000 tested, 1.1% active; AID 652115; in the data active = inhibition above about 15%
Target sequence (Q9NXA8 whole entry, looked up): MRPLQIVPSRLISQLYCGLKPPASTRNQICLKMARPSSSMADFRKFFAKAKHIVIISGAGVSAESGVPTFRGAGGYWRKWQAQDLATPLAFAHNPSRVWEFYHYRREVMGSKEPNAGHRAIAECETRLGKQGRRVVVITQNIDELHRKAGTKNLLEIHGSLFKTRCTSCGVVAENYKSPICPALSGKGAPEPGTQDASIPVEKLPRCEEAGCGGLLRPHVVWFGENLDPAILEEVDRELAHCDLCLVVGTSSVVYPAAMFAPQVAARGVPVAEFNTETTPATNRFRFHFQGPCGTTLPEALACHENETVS
CASP6 VEID inh – blocks human caspase-6 cleavage activity | P55212 | purified caspase-6, Z-VEID-R110 cleavage fluorescence | inhibition, % at 12.5 µM | 350,000 tested, 0.53% active;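 active = mean inhibition across replicates at least about 35%, with every replicate also reaching that limit, limit read from the data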;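 note: 0% = median of neutral control wells and 100% = no fluorescence left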
Target sequence (P55212 24-179 limits assumed): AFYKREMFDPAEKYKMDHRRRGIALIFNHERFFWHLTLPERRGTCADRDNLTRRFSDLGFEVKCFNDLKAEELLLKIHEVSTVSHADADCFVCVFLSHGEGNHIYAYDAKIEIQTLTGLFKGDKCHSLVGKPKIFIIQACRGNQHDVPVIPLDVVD
Target sequence (P55212 194-293 limits assumed): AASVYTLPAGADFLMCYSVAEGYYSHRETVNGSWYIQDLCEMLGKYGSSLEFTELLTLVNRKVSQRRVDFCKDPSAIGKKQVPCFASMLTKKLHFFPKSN
Statin myotox sup – suppression of simvastatin myotoxicity; C2C12 myotubes + simvastatin, ATP luminescence, 48 h; scaled: DMSO 0, geranylgeraniol control 100; rescue of ATP level, % at 7.49 µM; 330,000 tested, 0.78% active; AID 602340;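 active = mean ATP rescue above about 67%, or every replicate alone reaching that limit, limit read from the data, passing the limit was not always enough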;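 note: myotubes were challenged with 10 µM simvastatin during compound exposure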
esBAF inh – blocks esBAF chromatin remodeling in mouse ES cells; Bmi1-luciferase knock-in reporter, 24 h; 100% = twice the neutral-well signal; reporter increase, % at 12.5 µM; 350,000 tested, 2% active; AID 602393; in the data active = activation above about 40%;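 note: 0% = median of the plate's neutral control wells and 100% = double that signal; a rise in the Bmi1 reporter signal indicates esBAF inhibition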
S100A4 MyoIIA – blocks human S100A4 binding to myosin IIA peptide | P26447 | S100A4/TAMRA-MyoIIA peptide fluorescence polarization | inhibition, % at 10.7 µM | 360,000 tested, 0.14% active | AID 652163;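 active = mean inhibition of at least 70% across replicates, with every replicate also reaching that level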
Target sequence (P26447 whole entry, looked up): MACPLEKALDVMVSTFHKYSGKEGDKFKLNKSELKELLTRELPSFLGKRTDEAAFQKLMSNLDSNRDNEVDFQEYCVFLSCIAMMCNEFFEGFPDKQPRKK
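incubation = readout 5 min after mixing, signal stable up to 60 min | system = S100A4 monomer protein | buffer or medium = HEPES pH 7.2 with CaCl2, KCl, NaCl, DTT, Triton | benchmarks = neutral control DMSO, positive control TFP | also added = fluorescent myosin IIA peptide, 5 nM | compound dosing = one concentration per compound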
LGR2 antag – blocks bursicon-induced cAMP signaling via Drosophila LGR2; HEK293 LGR2, CRE-luciferase, bursicon-stimulated, 4 h; inhibition, % at 9.99 µM; 380,000 tested, 0.35% active;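 active = drop in luminescence signal, shown as inhibition above about 50% in the replicate tests, limit read from the data, passing the limit was not always enough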;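 note: agonist challenge used bursicon conditioned medium at about half maximal strength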
* hit, by the source's call; . = not tested or not shown.

SMILES | FN deposition inh | SIRT5 inh | CASP6 VEID inh | Statin myotox sup | esBAF inh | S100A4 MyoIIA | LGR2 antag
Oc1ccc2ccccc2c1-c1sc(Nc2ccccc2)n[n+]1-c1ccc(F)cc1 | 8 | . | -1 | 26 | 14 | -4 | .
CN1CCN(C(=O)C[C@H]2C[C@@H]3c4cc(NC(=O)NC5CCCCC5)ccc4O[C@@H]3[C@H](CO)O2)CC1 | -1 | -8 | -2 | -6 | -1 | -5 | 8
COc1ccc(/C=C/C(=O)Nc2ccccc2)cc1S(=O)(=O)N1CCOCC1 | 8 | -1 | -2 | -24 | 26 | -3 | -7
CO[C@H]1CC[C@H]2CCN(C)C(=O)[C@H](C)[C@H](OC)CN(C)C(=O)c3cccc(C#N)c3OC[C@@H]1O2 | -13 | 4 | 1 | -4 | 2 | -1 | 7
CC(C(=O)NC(N)=O)N1C(=O)NC(c2ccccc2)(c2ccccc2)C1=O (stereo not drawn) | 3 | 19* | 2 | 7 | -3 | -1 | 13
CCOC(=O)c1c(NC(=O)CN2CCN(S(=O)(=O)c3cc(Cl)ccc3Cl)CC2)sc(C(=O)N(C)C)c1C | . | -2 | 0 | -5 | 18 | 1 | 11
Cc1ccc(S(=O)(=O)NCC[C@H]2CC[C@H](NC(=O)c3cnccn3)[C@H](CO)O2)cc1 | . | -2 | -4 | -9 | 0 | 1 | -8
N/C(=N\OC(=O)COc1ccc(Cl)cc1Br)c1ccncc1 | -1 | 0 | -3 | . | . | -3 | -79
Fc1ccc(Oc2nnnn2-c2ccccc2)cc1 | . | -5 | -4 | 5 | -1 | -1 | -7
Cc1ccccc1Cn1nc(C)c(NC(=O)/C=C/c2cnn(C)c2C)c1C | -24 | -1 | 0 | . | . | -2 | 6
Cc1ccc(SC(C)C(=O)NCc2cccnc2)cc1 (stereo not drawn) | . | . | . | -9 | 1 | . | 38
Cc1ccc(C(=O)/C=C/C(=O)O)cc1 | -3 | . | . | -2 | 5 | . | -6
Cc1ccc(NC(=O)COC(=O)Cc2ccsc2)cc1S(=O)(=O)N(C)C | -3 | -3 | 0 | . | . | -6 | -5
CC(C)C#Cc1cnc2c(c1)C(=O)N([C@@H](C)CO)C[C@H](C)[C@@H](CN(C)C(=O)c1cccnc1)O2 | 1 | -4 | -2 | -3 | 3 | 12 | -2
CCCCCN1C(=O)/C(=C/c2c(N3CCc4ccccc4C3)nc3ccccn3c2=O)SC1=S | -6 | 2 | 2 | . | . | -18 | -37
C=CCC1c2cccc(C(=O)OC)c2C(=O)N1c1ccccc1 (stereo not drawn) | -6 | . | . | 0 | -1 | . | .
CCOC(=O)C(C(=O)Nc1cccc(C)c1)C1CCCCC1 (stereo not drawn) | . | . | . | 12 | -9 | . | 26
N#Cc1ccc(C(=O)CN2CCN(c3ccccc3)CC2)cc1 | -4 | 2 | -2 | -24 | 0 | 0 | -3
CC(OC(=O)CCN=C1NS(=O)(=O)c2ccccc21)C(=O)Nc1ccc(F)cc1Cl (stereo not drawn) | 7 | 5 | 1 | . | . | -2 | -7
COc1ccc2c3c(n(C)c2c1)[C@H](CO)NCC31CN(Cc2ccccc2Cl)C1 | 5 | -4 | -1 | . | . | -5 | 6
C/C(=N\NC(=O)C(=O)Nc1cc(Cl)ccc1Cl)c1ccncc1 | 6 | -4 | -2 | . | . | -5 | -29
O=C(Nc1ccc(Cl)cc1)c1ccc2c(=O)n3c(nc2c1)CCCCC3 | 4 | 1 | 1 | -7 | 50* | 3 | -46
Clc1ccccc1Cn1nnc2ccccc21 | 4 | 1 | 0 | -6 | 2 | -9 | 1
O=C(O)c1ccc(CSc2nnc(COc3ccc(Cl)cc3Cl)o2)cc1 | -2 | -2 | 2 | 6 | 30 | 5 | -2
C[C@H]1CN([C@@H](C)CO)C(=O)c2cccc(NC(=O)C3CCOCC3)c2O[C@H]1CN(C)C(=O)Nc1cccc2ccccc12 | 13 | 2 | -3 | 31 | 1 | -80 | 25
COc1ccccc1OP(=O)(O)Oc1ccccc1OC | . | -2 | 2 | -4 | -3 | 1 | 6
C[C@@H]1CN([C@@H](C)CO)S(=O)(=O)c2ccc(-c3cccc(C#N)c3)cc2O[C@H]1CN(C)Cc1ccccn1 | 10 | 5 | 0 | -91 | 0 | -1 | -17
CC(C)(C)NC(=O)CN(C(=O)CS(=O)CC(=O)Nc1ccc(F)cc1)c1ccc2c(c1)OCCO2 (stereo not drawn) | 4 | -4 | -2 | . | . | 13 | -6
COC(=O)c1cc(C)sc1NC(=O)C1CC=CCC1C(=O)O (stereo not drawn) | . | -1 | 0 | -20 | -2 | -3 | 5
COc1ccc(CN(C)C[C@H]2Oc3c(NS(=O)(=O)c4ccc(OC)cc4)cccc3C(=O)N([C@@H](C)CO)C[C@@H]2C)cc1 | . | 9 | . | 21 | -1 | -61 | -7
Cc1cc(=O)[nH]c(SCC(=O)Nc2cc(S(=O)(=O)N(C)C)ccc2Cl)n1 | -7 | -4 | -4 | . | . | 12 | -1
O=c1c2ccccc2oc2cc(-c3ccc(CN4CCOCC4)cc3)ccc12 | 6 | -6 | 0 | 8 | 77* | -5 | .
O=C(NCc1csc(-c2cccs2)n1)c1cccc(Cl)c1 | 4 | 0 | -1 | 23 | 3 | 1 | -14
Cc1cc(C(=O)N2CCN(C/C=C/c3ccccc3)CC2)cs1 | . | -4 | 1 | . | . | -4 | -5
C[C@H](C(=O)N(C)C[C@H]1OCc2ccccc2-c2c(n(C)c3ccccc23)C(=O)N([C@@H](C)CO)C[C@@H]1C)c1ccccc1 | 2 | 11 | 4 | . | . | 4 | 16
CC(C)NC(=O)Nc1cccc2c1O[C@H](CN(C)CC1CCCCC1)[C@H](C)CN([C@H](C)CO)C2=O | . | -4 | -2 | 20 | -2 | 2 | -2

Rewritten in markdown: part of the list above.
| SMILES | FN deposition inh | SIRT5 inh | CASP6 VEID inh | Statin myotox sup | esBAF inh | S100A4 MyoIIA | LGR2 antag |
| --- | --- | --- | --- | --- | --- | --- | --- |
| COc1ccc(CN(C)C[C@H]2Oc3c(NS(=O)(=O)c4ccc(OC)cc4)cccc3C(=O)N([C@@H](C)CO)C[C@@H]2C)cc1 | . | 9 | . | 21 | -1 | -61 | -7 |
| Cc1cc(=O)[nH]c(SCC(=O)Nc2cc(S(=O)(=O)N(C)C)ccc2Cl)n1 | -7 | -4 | -4 | . | . | 12 | -1 |
| O=c1c2ccccc2oc2cc(-c3ccc(CN4CCOCC4)cc3)ccc12 | 6 | -6 | 0 | 8 | 77* | -5 | . |
| O=C(NCc1csc(-c2cccs2)n1)c1cccc(Cl)c1 | 4 | 0 | -1 | 23 | 3 | 1 | -14 |
| Cc1cc(C(=O)N2CCN(C/C=C/c3ccccc3)CC2)cs1 | . | -4 | 1 | . | . | -4 | -5 |

Next section.
SMILES | FN deposition inh | SIRT5 inh | CASP6 VEID inh | Statin myotox sup | esBAF inh | S100A4 MyoIIA | LGR2 antag
OCCCNc1ncnc2c1ncn2[C@H]1CN(Cc2ccc(-c3ccccc3)cc2)C[C@@H](CO)O1 | -26 | -3 | 1 | 7 | 0 | -3 | -3
Cc1ccc(S(=O)(=O)N(C)C[C@@H]2Oc3ccc(NC(=O)Nc4ccc5c(c4)OCO5)cc3C(=O)N([C@H](C)CO)C[C@@H]2C)cc1 | . | -3 | -1 | -84 | 3 | 1 | 13
COC(=O)c1cc(OC)nc(OC)c1 | 1 | -6 | 0 | . | . | -5 | .
CCN(CC)CCNC(=O)C1CCN(S(=O)(=O)c2c(C)noc2/C=C/c2ccccc2F)CC1 | 5 | -1 | -17 | 21 | -24 | -16 | 2
O=C(/C=C/c1ccc([N+](=O)[O-])cc1)c1ccccc(=O)c1O | 5 | 0 | 6 | . | . | -2 | 46
COc1cccc(CC(=O)OCC(=O)NC(=O)c2ccc(OC(F)F)cc2)c1 | 15 | -11 | 1 | -9 | . | 4 | 5
O=C(Cc1ccc(F)cc1)Nc1nnc(SCC(=O)NC2CCCC2)s1 | 5 | -5 | 0 | . | . | -1 | -28
COCC#Cc1ccc([C@@H]2[C@@H](CO)N3C(=O)CN(C(=O)C4CC4)C[C@H]23)cc1 | 0 | -5 | -3 | . | . | -4 | -7
Nc1nc2ccc(Br)cc2s1 | -4 | -6 | 0 | 2 | -2 | -6 | -21
CCCN(C)C[C@H]1OCCCC[C@H](C)Oc2ccc(NS(=O)(=O)c3ccc(OC)cc3)cc2C(=O)N([C@H](C)CO)C[C@H]1C | . | 0 | -2 | -13 | -8 | -7 | 2
O=C(O)C[C@H]1CC[C@@H](NC(=O)CCN2CCCCC2)[C@H](CO)O1 | 8 | -1 | -1 | . | . | 4 | -4
O=C(CN1C(=O)c2ccccc2C1=O)NCC(=O)Nc1ccccc1 | -9 | -5 | 0 | 6 | 4 | 1 | -3
C=CCn1c(N)cc(=O)nc1SC(C)C(=O)Nc1ccc(C(=O)OCC)cc1 (stereo not drawn) | 0 | -5 | 1 | . | . | -2 | -1
C[C@@H]1CN([C@@H](C)CO)S(=O)(=O)c2ccc(C#CC3CCCC3)cc2O[C@H]1CN(C)C(=O)Cc1ccncc1 | 16 | 3 | 0 | -57 | 6 | -16 | -8
O=C(NNC(=S)Nc1ccc(Br)cc1Cl)c1ccncc1 | 8 | 0 | -1 | . | . | 3 | -4
COc1ccc(C2CC(c3ccc(C(F)(F)F)cc3)=NN2c2ccc(S(N)(=O)=O)cc2)cc1 (stereo not drawn) | -2 | -7 | -2 | 19 | 1 | 1 | 5
COc1ccc(OC)c(-c2cc(C(=O)Nc3ccc(F)cc3F)no2)c1 | -3 | -2 | -8 | -7 | -2 | -1 | -3
CC(=O)Nc1ccc2nc(NC(=O)COc3cccc(C)c3)sc2c1 | -5 | -3 | -2 | 2 | 3 | 6 | 5
CC(C)NC(=O)N(C)C[C@@H]1Oc2ncc(C3=CCCCC3)cc2C(=O)N([C@@H](C)CO)C[C@@H]1C | -2 | -2 | -3 | 15 | -4 | -1 | 7
O=C(c1ccc(OC2CCN(CCc3ccccc3)CC2)cc1)N1CCC[C@H]1CO | . | -1 | 26 | -9 | 2 | 6 | -32
CC1CCCCC1NC(=O)COc1ccc(C#N)cc1 (stereo not drawn) | 1 | 1 | 0 | 6 | 6 | -7 | -3
COc1ccc(C=Nc2ccc3[nH]ncc3c2)c(O)c1 | 4 | -1 | 2 | . | . | 1 | 13
C[C@@H]1CN([C@@H](C)CO)C(=O)c2c(c3ccccc3n2C)-c2ccccc2CO[C@@H]1CN(C)C(=O)Nc1ccc(F)cc1 | 2 | 1 | 0 | -9 | 1 | 2 | 8
CN(CC(=O)Nc1ccccc1Cl)C(=O)CSc1nncs1 | 1 | 2 | 21 | -2 | 4 | -1 | 6

Grouped by structure, those above with an NH in an aromatic ring
SMILES | FN deposition inh | SIRT5 inh | CASP6 VEID inh | Statin myotox sup | esBAF inh | S100A4 MyoIIA | LGR2 antag
Cc1cc(=O)[nH]c(SCC(=O)Nc2cc(S(=O)(=O)N(C)C)ccc2Cl)n1 | -7 | -4 | -4 | . | . | 12 | -1
COc1ccc(C=Nc2ccc3[nH]ncc3c2)c(O)c1 | 4 | -1 | 2 | . | . | 1 | 13

(listing goes on)
SMILES | FN deposition inh | SIRT5 inh | CASP6 VEID inh | Statin myotox sup | esBAF inh | S100A4 MyoIIA | LGR2 antag
CCCCC[C@@H](C)N1C[C@H](COCc2ccccc2)Oc2cc(N3CC[C@H](O)C3)ccc2S1(=O)=O | -18 | 1 | 4 | . | . | 1 | 5
CCOC(=O)C1=C(C)N(C)C(C)=C(C(=O)OCC)C1c1ccsc1 | -3 | 0 | -1 | . | . | -5 | 14
CCCN1C[C@@H](C)[C@@H](OC)CN(C)C(=O)c2cc(NC(=O)CC(F)(F)F)ccc2OC[C@@H]1C | -11 | . | 1 | . | . | 12 | -3
CCCCN1CC(COCc2ccccc2)Oc2cccc(OCCN3C(=O)[C@@H]4[C@H](C3=O)C3C=C[C@H]4C3)c2S1(=O)=O (stereo partly drawn) | 12 | 1 | -7 | -140 | 10 | 9 | .
CCc1ccccc1Nc1nc(N)nc(CSc2nnc3ccccn23)n1 | . | -3 | 2 | . | . | 1 | -8

Some of the compounds tested; rates above refer to the full screens.
